Source: PubChem BioAssay (National Center for Advancing Translational Sciences (NCATS))
KAT2A inh – qHTS Assay for Inhibitors of GCN5L2; Histone acetyltransferase KAT2A (Homo sapiens), Q92830; GCN5L2 HAT assay, ThioGlo1 CoA-SH fluorescence; Potency, µM (top dose mostly 58.9 µM), for inactives: at the highest dose activity change, negative = inhibition, usual class: inhibitors; actives 0.21% (n = 390,000); AID 504327, 2011
Target sequence (Q92830 whole entry, looked up): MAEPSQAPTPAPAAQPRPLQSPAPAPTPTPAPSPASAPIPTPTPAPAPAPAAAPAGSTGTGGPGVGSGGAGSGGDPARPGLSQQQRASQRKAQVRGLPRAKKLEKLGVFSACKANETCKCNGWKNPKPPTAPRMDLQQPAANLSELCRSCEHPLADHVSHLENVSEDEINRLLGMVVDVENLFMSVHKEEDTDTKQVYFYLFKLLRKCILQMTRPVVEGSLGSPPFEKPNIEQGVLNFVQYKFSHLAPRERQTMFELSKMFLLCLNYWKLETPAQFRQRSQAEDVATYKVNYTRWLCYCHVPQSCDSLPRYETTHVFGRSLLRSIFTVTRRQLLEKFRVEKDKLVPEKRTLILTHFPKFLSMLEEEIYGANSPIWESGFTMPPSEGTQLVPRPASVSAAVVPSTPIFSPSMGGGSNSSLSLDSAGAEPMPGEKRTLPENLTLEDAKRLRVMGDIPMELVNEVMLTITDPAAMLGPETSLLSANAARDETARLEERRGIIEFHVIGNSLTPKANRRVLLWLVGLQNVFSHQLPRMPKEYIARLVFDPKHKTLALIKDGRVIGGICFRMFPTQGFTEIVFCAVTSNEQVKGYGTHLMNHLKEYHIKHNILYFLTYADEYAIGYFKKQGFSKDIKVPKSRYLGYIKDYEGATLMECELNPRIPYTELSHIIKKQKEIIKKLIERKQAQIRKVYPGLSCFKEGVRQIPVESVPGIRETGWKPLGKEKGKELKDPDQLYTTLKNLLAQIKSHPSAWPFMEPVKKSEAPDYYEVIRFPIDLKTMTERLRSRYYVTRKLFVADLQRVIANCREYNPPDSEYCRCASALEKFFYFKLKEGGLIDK
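Preincubate 20nM GCN5L2 with compound 15 min, RT → add 50uM ThioGlo1 + 75uM H3(1-25) + 70uM acetyl-CoA → read fluorescence 0 and 20 min. Primary qHTS; fluorescent artifacts likely.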
TDP1 inh – qHTS Assay for Inhibitors of Tyrosyl-DNA Phosphodiesterase (TDP1). recombinant TDP1, AlphaScreen DNA substrate cleavage. AID 485290, 2010. actives 0.28% (n = 350,000). Potency, µM (top dose mostly 130 µM), without a hit: at the highest dose activity change, negative = inhibition, actives largely listed as inhibitors; further: nearly all actives have a fitted effect of over 40% in size
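Here, a 5' biotin and 3' phosphotyrosine-FITC DNA oligonucleotide reports Tdp1 activity: intact substrate bridges AlphaScreen beads, while cleavage leaves a 3' phosphate and drops signal. All incubations at room temperature.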
TDP1 cell noCPT – qHTS for Inhibitors of human tyrosyl-DNA phosphodiesterase 1 (TDP1): qHTS in cells in absence of CPT; actives 15% (n = 420,000); Potency, µM (doses to about 46.2 µM), without a hit: top-dose activity change, negative = growth inhibition, hits mostly inhibitors; AID 686978, 2013; DT40 Tdp1-/- hTDP1 cells, no CPT, ATP luminescence, 48 h; further: nearly all actives have a fitted effect of over 55% in size
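Luminescent ATP content (CellTiter-Glo) served as the growth readout. Knockout chicken DT40 cells expressing human TDP1 were exposed to compounds without camptothecin for a minimum 48 hr at 37 °C.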
* marks the source's active call; other numbers are inactive results; ? = inconclusive; . = not tested or not shown; & = joins results of further samples; [ ] = another dose, or the depositor's remark. The call rests on the fitted dose curve; in most records, active means well fitted curve in the direction sought with a large enough effect; inconclusive means small, poorly fitted or top-dose-only effect, or another doubt; inactive means no such curve, though single readings can be large; an effect the other way counts as inactive or inconclusive. On the % scale 0 is the no-effect control and ±100 the full control effect; potency means the concentration at half of the fitted maximal effect. These rows are one share of the data; count on the stated rates, not on these rows.

#	Molecule	KAT2A inh	TDP1 inh	TDP1 cell noCPT
1	CCN1/C(=C/C=C/c2sc3ccccc3[n+]2CC)Sc2ccccc21	?	.	0.15µM*
2	CCOC(=O)CCCc1ccc(/C(C)=N/NC(=S)NC)cc1	?	.	?
3	COC(=O)CSC1=C(C#N)C(c2ccccc2)CC(=O)N1 (centres undefined)	-4%	-8%	?
4	COc1ccc(S(=O)(=O)CCC(=O)N(C)c2ccc(OC)cc2OC)cc1	0%	3%	-11%
5	Cc1ccc(Cl)cc1N1CCN(S(=O)(=O)c2c(C)noc2C)CC1	-5%	-2%	?
6	COc1ccc(C(=O)N(C)C2CCN(C)CC2)cc1S(=O)(=O)Nc1cc(Cl)ccc1Cl	-1%	-3%	-14%
7	COc1ccc(CNC(=O)Nc2cc(C)ccc2C)cc1	-1%	-5%	-20%
8	CC(c1ccccc1)C(CC(=O)O)C(=O)NC1CCCCC1 (centres undefined)	-8%	6%	-8%
9	COCCCn1ccc(O)c(Cc2ccc(F)cc2)c1=O	6%	6%	-13%
10	COc1ccc(F)cc1C(=O)C1CCCN(C(=O)c2ocnc2C)C1 (centres undefined)	-5%	-13%	-1%
11	O=C(CCSCCc1ccccn1)Nc1ccc(Cl)cn1	-2%	5%	-12%
12	Cc1cccc2c3c([nH]c12)CCNC3	-7%	.	-23%
13	Cc1ccc2nc(-c3ccccc3)c(-c3ccccc3)nc2c1	1%	-10%	?
14	CCOC(=O)N1CCC(NC(=O)c2cc(C(=O)NC3CCCC3)ccc2CO)CC1	-6%	3%	5%
15	COc1ccc2[nH]c3ccc(OC)cc3c2c1	-3%	3%	-13%
16	CCOc1cc(C2C(C(=O)N3CCCCC3)=C(C)NC3=C2C(=O)CC(C)(C)C3)ccc1O (centres undefined)	-13%	5%	8%
17	CCOc1ccccc1CNC(=O)c1ccc(-n2c(C)cc3c2CCC(C)C3)cc1 (centres undefined)	-4%	10%	?
18	N#Cc1ccc(CSc2nnc3ccccn23)cc1	-3%	7%	-2%
19	Cc1ccc(S(=O)(=O)N2CCN(CC(O)COc3ccccc3)CC2)cc1 (centres undefined)	-7%	3%	-16%
20	Cc1cc(SCC(=O)Nc2cccnc2Cl)nc2ccccc12	-9%	-8%	-6%
21	Cc1cccc(NS(=O)(=O)c2ccc3nc(-c4ccccc4)[nH]c3c2)c1C	-16%&-2%	-8%&0%	16µM*
22	COc1ccc(-n2ccn(Cc3ccccc3Cl)c(=O)c2=O)cc1OC	-3%	5%	-18%
23	O=C(CCN1C(=O)S/C(=C\c2cccs2)C1=O)NC1=NCCS1	-4%	4%	-19%
24	O=S(=O)(Nc1nccs1)c1ccc(Cl)cc1	3%	0%	-13%
25	Cc1ccc(NC(=O)CSc2nn(-c3ccc(Cl)cc3)c(=S)s2)cc1S(=O)(=O)N(C)C	-6%	6%	?
26	Cc1ccc(NC(=O)c2ccc(S(=O)(=O)NCC3CCCO3)cc2)cc1 (centres undefined)	3%	7%	-16%
27	CCOC(=O)c1[nH]c2c(c1Cc1ccccc1)C(=O)CC(c1ccc(Cl)cc1)C2 (centres undefined)	-17%	0%[12.3 µM]	23µM*
28	COc1ccc(C(=O)/C=C/Nc2ccccn2)cc1	-6%[0.501 µM]	1%	?
29	CC(=O)c1c(C)[nH]c(C(=O)CSc2nnc(-c3ccccc3)n2Cc2ccc3c(c2)OCO3)c1C	-3%	-7%	?
30	O=C(CCn1nc(-c2ccc(Cl)cc2)ccc1=O)NCCCN1CCCCCC1	.	5%	-15%

An excerpt from above, limited to TDP1 inh.
entry	molecule	TDP1 inh
15	COc1ccc2[nH]c3ccc(OC)cc3c2c1	3%
4	COc1ccc(S(=O)(=O)CCC(=O)N(C)c2ccc(OC)cc2OC)cc1	3%
16	CCOc1cc(C2C(C(=O)N3CCCCC3)=C(C)NC3=C2C(=O)CC(C)(C)C3)ccc1O (centres undefined)	5%
28	COc1ccc(C(=O)/C=C/Nc2ccccn2)cc1	1%
23	O=C(CCN1C(=O)S/C(=C\c2cccs2)C1=O)NC1=NCCS1	4%
7	COc1ccc(CNC(=O)Nc2cc(C)ccc2C)cc1	-5%
6	COc1ccc(C(=O)N(C)C2CCN(C)CC2)cc1S(=O)(=O)Nc1cc(Cl)ccc1Cl	-3%

(continued)
#	Molecule	KAT2A inh	TDP1 inh	TDP1 cell noCPT
31	Clc1ccc(Cn2ncc3c(N4CCCCC4)ncnc32)cc1	-8%	-2%	21µM*
32	COc1c(C(CC(C)C)OC(C)=O)ccc2c1C(=O)OCc1cc(C)cc(O)c1O2 (centres undefined)	-27%	.	12µM*
33	COc1ccc(N2CC(C(=O)NCc3n[nH]c(=O)c4ccccc34)CC2=O)cc1 (centres undefined)	1%	.	-12%
34	Cc1ccc(NC(=S)NCC(C)C)cc1	1%	3%	-14%
35	Cn1c(CNc2ccc(Cl)cc2)nnc1SCc1ccccc1	-1%	3%	-22%
36	O=C(c1cc2nc(-c3ccco3)cc(C(F)(F)F)n2n1)N1CCN(c2ccc(F)cc2)CC1	-8%	5%	?
37	COc1ccc(CCNC(=O)C(=O)NCc2ccccc2C)cc1OC	0%	-5%	6%
38	CCc1sc(C(=O)NNC(=O)CNC(=O)c2ccccc2F)cc1C	-1%	0%	-9%
39	COc1cc(/C=N/n2nnnc2N)ccc1OCC#N	-18%	.	-9%
40	CCOCCCNC(=O)C(c1ccc(C)cc1)N(Cc1ccc2c(c1)OCO2)C(=O)c1ccc(NC(C)=O)cc1 (centres undefined)	-3%	0%	?
41	OCCN(CC#CCC(O)(c1ccccc1)C1CCCC1)CCO (centres undefined)	-3%	1%	?
42	CCOC(=O)N1CCC(NC(=O)CCC(=O)N2CCOc3ccc(Cl)cc32)CC1	1%	-5%	?
43	C=CCN(C(=O)CCS(=O)(=O)c1cccc2nsnc12)c1ccccc1	-1%	5%	-24%
44	COc1ccc(Cn2c(=O)[nH]c3cc(C(=O)Nc4ccc(N5CCN(C)CC5)cc4)ccc32)cc1	4%	-3%	?
45	CCc1ccccc1NC(=O)NC(CC)Cn1nnc2ccccc2c1=O (centres undefined)	-4%	7%	-13%
46	CC(=O)OC1CC2C(C)(C)C=CC(=O)[C@@]2(C)C2CC[C@@]3(C)C(c4ccoc4)OC(=O)C4OC43[C@]12C (some centres undefined)	1%	5%	-9%
47	O=C(NCCc1c[nH]c2ccccc12)c1c(Cl)nc2sccn12	-1%	3%	-4%
48	Cc1ccc(N(Cc2cc3ccccc3[nH]c2=O)C(=O)c2cccc(Cl)c2)cc1	-9%	7%	?
49	COCCCNC(=O)Nc1ccc2c(c1)N(C)C(=O)CS2	3%	1%	-8%
50	O=C(NN1CCN(Cc2ccccc2Cl)CC1)c1ccc(Cl)cc1	0%	4%	12µM*
51	COc1cccc(N2C(=O)C(CC(=O)Nc3ccc(Cl)cc3)N(Cc3ccc4c(c3)OCO4)C2=O)c1 (centres undefined)	-3%	4%	?
52	CC(C)(C)NC(=O)C1Cc2ccccc2CN1C(=O)Nc1ccccc1Cl (centres undefined)	-2%	-1%	-18%
53	C#CCOCCOCCOCCNc1nc(N2CCOCC2)nc(N2CCN(C(=O)[C@H](Cc3cc4ccccc4[nH]3)n3cc([C@@H](N)C(C)CC)nn3)CC2)n1 (some centres undefined)	4%	0%	-26%
54	CC(Oc1ccccc1)C(=O)NNS(=O)(=O)c1ccc([N+](=O)[O-])cc1 (centres undefined)	1%	-5%	10%
55	Cc1ccccc1NC(=O)C1C2CCCC1C2c1ccccc1 (centres undefined)	-7%	4%	?
56	CC1Sc2ccc(S(=O)(=O)N3CCN(c4cccc(Cl)c4)CC3)cc2NC1=O (centres undefined)	?	1%	?
57	O=C1CC(Sc2nnc(-c3ccccc3O)o2)C(=O)N1c1ccccc1 (centres undefined)	-13%	4%	4.6µM*
58	COc1cc(C(=O)NCCC(=O)NCc2ccc3c(c2)OCO3)cc(OC)c1OC	55%[activator]	1%	-2%
59	CN(CC(=O)Nc1cccc(F)c1)C(=O)C1CC(=O)N(Cc2ccccc2)C1 (centres undefined)	-3%	4%	18%
60	O=C(Nc1ccc(C(=O)OCc2cc(=O)n3ccsc3n2)cc1)c1cccc(F)c1	24%	6%	-1%

#	Molecule	KAT2A inh	TDP1 inh	TDP1 cell noCPT
61	O=C(/C=C/c1ccccc1)c1ccc2c(c1)OCO2	-5%	.	?
62	Cc1ccc(-c2nc3cc(Cl)ccc3o2)cc1	2%	0%	0%
63	O=C(CCCCCCCC(=O)c1ccccc1)c1ccccc1	2%	.	-6%
64	O=C(c1ccc(Cl)cc1)c1ccc(CN2C(=O)c3ccccc3C2=O)o1	1%	4%	-7%
65	N#Cc1nc(/C=C/c2ccc(F)cc2)oc1NC1CCCCC1	-10%	-2%	-30%
66	COc1ccccc1C(=O)NCCc1nc2ccccc2n1C	-4%	4%	-17%
67	CC(=O)N(C)c1nc(-c2ccc(Cl)cc2)cs1	-3%	0%	-11%
68	CCCCNC(=O)C1=C(N)C(C(=O)Nc2ccc(C)c(S(=O)(=O)N3CCCCC3)c2)SC1=Nc1ccc(C)cc1C (centres undefined)	1%	4%	23µM*
69	COc1ccccc1NC(=O)N1CCCC1C(=O)NCc1ccc(F)cc1 (centres undefined)	-2%	2%	4%
70	Cc1cc(C(=O)COC(=O)c2n[nH]c(=O)c3ccccc23)c(C)n1C	0%	-3%	-26%
71	Cc1ccc(N(CC(=O)NCc2ccco2)C(=O)CCC(=O)Nc2nccs2)cc1	0%	.	-9%
72	COC(=O)c1[nH]c(C)c(/C(O)=C2\C(=O)C(=O)N(CCN(C)C)C2c2ccc(OC)cc2)c1C (centres undefined)	-5%	6%	.
73	Cn1cc(Br)c(-c2cccc(NC(=O)CCCC(=O)O)c2)n1	-2%	-3%	0%
74	CSCCC(NC(=O)C1CCC(C)CC1)C(=O)OCC(=O)c1ccc(Cl)cc1 (centres undefined)	0%	-3%	-23%
75	COc1ccc(CCNC(=O)CCC(=O)N2CCN(S(=O)(=O)c3ccccc3)CC2)cc1OC	-5%	3%	-12%
76	Cc1ccc(S(=O)(=O)N2CCC(=O)N(C(COCc3cccc(C)c3)C(C)C)CC2)cc1 (centres undefined)	-3%	-5%	?
77	CC(C)CC(=O)NC(=S)Nc1cc(C(=O)O)ccc1Cl	-3%	-5%	?
78	COCCOC(=O)c1cc(C(=O)c2cc(F)ccc2O)coc1=N	1%	7%	-21%
79	O=C1c2ccccc2C(=O)N1CCSc1n[nH]c(=S)s1	?	9%	-9%
80	COc1ccccc1CNC(=O)C1CC(c2ccc([N+](=O)[O-])cc2)=NO1 (centres undefined)	-7%	5%	?
81	O=C(CN(CC1CCCO1)C(=O)CNS(=O)(=O)c1ccc(F)cc1)NCc1ccc(F)cc1 (centres undefined)	-7%	.	9%
82	O=C(Nc1ccc(S(=O)(=O)N2CCOCC2)cc1)c1cc(S(=O)(=O)N2CCOCC2)ccc1Cl	-7%	3%	?
83	CCOC(=O)C1=C(c2ccccc2)NC(SC)=C(C#N)C1c1cccnc1 (centres undefined)	-3%	3%	5%
84	Clc1ccc(SCc2cc(-c3ccccc3)no2)cc1	13%	.	13%
85	Cc1ccc(-n2ncc3c(N4CCN(C)CC4)ncnc32)cc1Cl	-6%	3%	21µM*
86	Cc1c(OCC(=O)N2CCC(C(N)=O)CC2)ccc2c3c(c(=O)oc12)CCCC3	-6%	.	-27%
87	Cc1ccc(NC(=O)N2C(=O)C3(OCCO3)c3ccccc32)cc1	-1%	6%	3%
88	COCCn1c(SCC(=O)Nc2cc(C)on2)nc2ccccc21	-14%	-3%	12%
89	Cc1ccccc1NC(=O)COC(=O)c1ccc2c(c1)OCCO2	0%	-3%	-16%
90	COc1ccc(CN2CCNC(=O)C2CC(=O)NCc2cnn(C)c2)cc1OC (centres undefined)	-2%	.	-8%
91	CC(C)C(C)NC(=O)COc1ccc(-c2ccccc2)cc1 (centres undefined)	1%	4%	21µM*
92	Cc1nc(SCC(=O)NCC2CCCO2)c2c3c(sc2n1)CCC3 (centres undefined)	-30%	3%	-16%
93	CCN1C(=O)[C@H]2[C@@H](c3ccc(Cl)cc3)N3C(=O)CN(CC4CC4)C(=O)[C@@]3(C)[C@H]2C1=O	-2%	.	1%

Profiles, looked up by structure. Order of values: KAT2A inh, TDP1 inh, TDP1 cell noCPT
Profile of COc1ccccc1NC(=O)N1CCCC1C(=O)NCc1ccc(F)cc1 (centres undefined) = -2%, 2%, 4%
Profile of CCN1C(=O)[C@H]2[C@@H](c3ccc(Cl)cc3)N3C(=O)CN(CC4CC4)C(=O)[C@@]3(C)[C@H]2C1=O = -2%, ., 1%
Profile of COc1ccc(CN2CCNC(=O)C2CC(=O)NCc2cnn(C)c2)cc1OC (centres undefined) = -2%, ., -8%
